Assay outcomes from PubChem.
HIV fusion peptide – cell-free HIV fusion peptide-binding blockers – biochemical, uHTS, fluorescence dequenching, primary screen (AID 1986); cell-free peptide binding, fluorescence dequenching, 30 min; higher % means a stronger effect; one-dose inhibition, % at 20 µM; IC50 in µM for titrated hits; 290,000 tested, 0.3% active; in the data active = inhibition mostly above about 52%, no sharp cut-off; inactive = mostly below about 76%; note: some results filed as inactive read as strong as hits
SV40 large T antigen – TAg ATPase/helicase activity blockers – biochemical (AID 1903); SV40 large T antigen ATPase/helicase inhibition assay; higher % means a stronger effect; inhibition, % at 20 µM, or IC50 in µM where a hit was titrated; 310,000 tested, 0.39% active; in the data active = a potency from the dose series; inconclusive = inhibition mostly from about 32% at the one dose, without a potency; inactive = the rest, 99 in 100 with inhibition below about 32%; note: strong numbers were not always called active
GPR55 activation – GPR55 agonists via beta-arrestin recruitment, primary screen, imaging, U2OS cells, beta-arrestin-GFP redistribution (AID 1961); 290,000 tested, 0.048% active; activation, % at 10 µM; hits with a dose series show EC50 in µM; U2OS GPR55 beta-arrestin-GFP redistribution imaging; higher % means a stronger effect;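 active = activation above 40% with more than 50 cells counted in the well; inconclusive = wells holding fewer than 50 cells, flagged as toxic or sparse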;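 note: U2OS osteosarcoma cells stably expressing GPR55 and beta-arrestin-GFP; plate controls were DMSO negative control for no effect and LPI positive control for full effect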
NOD1 NF-kB reporter – inhibition of NOD1-driven NF-kB reporter – cell-based, luminescence, uHTS, primary screen (AID 1578); NOD1-driven NF-kB luciferase reporter cells, luminescence; higher % means a stronger effect; one-dose inhibition, % at 4 µM; EC50 in µM for titrated hits; 290,000 tested, 1% active; in the data active = inhibition mostly above about 36%, no sharp cut-off; inactive = mostly below about 34%;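 note: HEK-293T reporter cells stimulated with the NOD1 agonist gamma-tri-DAP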
KOR beta-arrestin-1 – kappa opioid receptor blockers – cell-based, luminescence, uHTS (AID 1778). 290,000 tested, 0.091% active. inhibition, % at 10 µM; hits with a dose series show IC50 in µM. KOR beta-arrestin recruitment, luminescence, antagonist mode; higher % means a stronger effect; note: strong numbers were not always called active
GPR55 antagonists – GPR55 antagonists blocking LPI-driven arrestin recruitment, primary screen, imaging, U2OS, beta-arrestin-GFP, LPI agonist (AID 2013); U2OS GPR55 beta-arrestin-GFP translocation imaging, LPI antagonism; higher % means a stronger effect; inhibition, % at 10 µM, or IC50 in µM where a hit was titrated; 290,000 tested, 0.13% active;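 active = spots per cell inhibited over 60%, with over 100 cells counted and total cytoplasm intensity under 500,000; inconclusive = wells with under 100 cells, flagged as likely toxic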;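 note: U2OS cells stably carrying GPR55 and arrestin-GFP stimulated by 5 µM LPI near EC80; imaged beta-arrestin-GFP aggregate spots per cell after agonist stimulation; plate controls were LPI-stimulated DMSO wells for no effect and DMSO wells without LPI for full effect; some results filed as inactive read as strong as hits; confirmed hits need IC50 under 10 µM and bright autofluorescent wells are also inconclusive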
Rac1 GTP hydrolysis – MgcRacGAP GTPase-activating activity inhibitors, confirmation, biochemical, ADP Hunter fluorescence; MgcRacGAP-stimulated Rac1 GTP hydrolysis, ADP Hunter fluorescence; higher % means a stronger effect; GST-tagged Rac1 F28L mutant substrate; one-dose inhibition, % at 30 µM; IC50 in µM for titrated hits; 340,000 tested, 0.6% active; AID 624330;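 active = first-screen hits whose inhibition reached a set limit at any dose in the follow-up dose series; inconclusive = inhibition above the set first-screen limit but never retested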;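 note: fluorescence reports GDP produced by GAP-driven GTP hydrolysis; strong numbers were not always called active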
HEK293 NOD2/NF-kB – NOD2 signaling inhibitors, cell-based, luminescence, uHTS, HEK293 (AID 1566). 290,000 tested, 0.63% active. HEK293 NOD2/NF-kB luciferase reporter, luminescence; higher % means a stronger effect. one-dose inhibition, % at 4 µM; EC50 in µM for titrated hits; note: many of its hits are not listed in these tables
KOR beta-arrestin-2 – kappa opioid receptor activators – cell-based, luminescence, uHTS, primary screen (AID 1777); KOR beta-arrestin recruitment, luminescence; higher % means a stronger effect; activation, % at 10 µM, or EC50 in µM where a hit was titrated; 280,000 tested, 0.02% active; in the data active = activation above about 50%, passing the limit was not always enough; note: a part of the inactive calls stands beside numbers as strong as those of hits
An asterisk follows results filed as active; ? = inconclusive; · = no result given; & = joins results of further samples; [ ] = dose if it differs, or a comment. Cut-off read from the data, not from the text of the source, unless noted: active = inhibition above about 50%; inactive = the rest. An excerpt (hit frequency here may not be typical).

SMILES	HIV fusion peptide	SV40 large T antigen	GPR55 activation	NOD1 NF-kB reporter	KOR beta-arrestin-1	GPR55 antagonists	Rac1 GTP hydrolysis	HEK293 NOD2/NF-kB	KOR beta-arrestin-2
O=C(c1cn(Cc2ccccc2F)c2ncccc12)C(F)(F)F	0.0%	20%	-0.1%	2%	8%	-2%	10%	14%	-9.5%
Nc1ccccc1N=Cc1c(O)n(CCC2=CCCCC2)c(=O)[nH]c1=O	-0.6%	21%	-0.2%	9%	30%	3%	6%	2%	-6.2%
CN(C)C(=O)Oc1ccc2c(c1)O/C(=C\c1cccc([N+](=O)[O-])c1)C2=O	-0.7%	17%	0.5%	-9%	-34%	5%	8%	3%	-1.1%
CCc1ccc(-c2nn(Cc3ccccc3)cc2C=O)cc1	2.1%	3%	-0.1%	-43%	-4%	7%	15%	-98%	-5.3%
Cc1cc(/C=C2\C(=O)NC(=S)N(C)C2=O)c(C)n1C1CCCCC1	32%	20%	-0.1%	9%	9%	13%	1%	12%	1.1%
C=CCN1C(=O)NC(=O)/C(=C/c2cccn2C)C1=O	3.5%	23%	0.0%	-37%	-16%	-9%	26%	-13%	-0.4%
CN1C(=O)N(C)C(=O)C2(Cc3cc([N+](=O)[O-])ccc3N3CCN(C(=O)c4ccccc4)CC32)C1=O (stereo not given)	0.5%	11%	?	-19%	-23%	-3%	-1%	2%	-0.8%
CCN(CCNc1ccc([N+](=O)[O-])c2cccnc12)S(=O)(=O)c1ccc(Cl)cc1	0.8%	2%	-0.1%	-15%	-10%	12%	8%	2%	6.2%
Oc1ccc(N=Nc2ccccc2C(F)(F)F)c2cccnc12	-4.1%	9%	0.0%	3.7µM*	30%	11%	6%	·	-4.2%
O=c1[nH]c(=O)n(CCC2=CCCCC2)c(O)c1C=Nc1cccc(F)c1	23%	21%	-0.2%	20%	15%	2%	6%	0%	-1.1%
Nc1nnc(CCN2CCCCC2)s1	4.0%	5%	-0.3%	-1%	-8%	4%	13%	-8%	-0.1%
CC1CCN(CC(=O)c2cccc(C(F)(F)F)c2)CC1	2.3%	8%	-0.2%	-10%	-18%	6%	30%	-11%	2.2%
Nc1ncc(P(=S)(N2CCOCC2)N2CCOCC2)s1	2.6%	0%	-0.1%	1%	-9%	-2%	8%	0%	8.8%
CN1CCN(S(=O)(=O)c2ccc(Cl)nc2)CC1	2.0%	19%	0.2%	-23%	10%	4%	5%	14%	0.5%
Cc1ccc2c(c1)C1CN(C)CCC1N2C(=O)c1ccc(Br)o1 (stereo not given)	-1.7%	2%	-0.1%	11%	·	12%	5%	-7%	·
CCNC(=O)NC(=O)C(C)OC(=O)c1c(C)nn(Cc2ccccc2)c1Cl (stereo not given)	-1.2%	0%	-0.3%	-16%	2%	10%	8%	6%	-2.7%
CCCCn1c(O)c(C(CC)=NCc2cc(OC)cc(OC)c2)c(=O)[nH]c1=O	1.0%	22%	-0.1%	-8%	-43%	18%	2%	10%	3.2%
O=C(CCCN1CCC2(CC1)C(=O)NCN2c1ccccc1)c1ccc(F)cc1	-0.4%	9%&21%	0.1%	-19%	·	10%	-3%	8%	·
Cn1c(O)c(C=Nc2ccc3c(c2)CCC3)c(=O)n(C)c1=O	2.7%	·	0.2%	-49%	3%	-11%	8%	-14%	10%
CCOC(=O)C(NC(=O)CCl)(Nc1ccc(C(O)(C(=O)OCC)C(F)(F)F)cc1)C(F)(F)F (stereo not given)	1.4%	-4%	0.7%	4%	-12%	8%	4%	13%	-4.5%
O=C(c1cc2c(s1)CCCC2)N1CCC2(CC1)OCCO2	-1.8%	5%	0.3%	5%	0%	-2%	10%	2%	-3.6%
CN(c1ccccc1)c1ccc([N+](=O)[O-])c2nonc12	-0.9%	1%	0.0%	1%	37%	4%	·	18%	3.8%
CCOCCc1c(O)[nH]c(=S)[nH]c1=O	-0.2%	27%	0.2%	1%	-22%[20 µM]	-4%	6%	17%	·
O=C1CC(c2ccccc2)CN1 (stereo not given)	0.9%	2%	-0.3%	-4%	7%	1%	6%	2%	0.8%
CCC1(c2ccc(-c3ccccc3)cc2)C(=O)NC(=O)NC1=O	0.9%	9%	-0.1%	-20%	-10%[20 µM]	-1%	-9%	0%	4.3%

The list goes on:
SMILES	HIV fusion peptide	SV40 large T antigen	GPR55 activation	NOD1 NF-kB reporter	KOR beta-arrestin-1	GPR55 antagonists	Rac1 GTP hydrolysis	HEK293 NOD2/NF-kB	KOR beta-arrestin-2
O=C(COC(=O)Cc1ccccc1)Nc1cccnc1Cl	-1.0%	11%	1.6%	-26%	-22%	7%	5%	8%	2.5%
CN1CCC(OC(=O)Cc2ccccc2)CC1	-1.5%	·	0.2%	-17%	-4%[20 µM]	14%	13%	10%	·
Cc1cc(/C=C2\C(=O)NC(=O)N(c3cccc(Br)c3)C2=O)c(C)n1C	55%	10%	-0.4%	-23%	-20%	15%	10%	-2%	1.3%
O=C(Cn1c(=S)[nH]c2ccccc2c1=O)N1CCC2(CC1)OCCO2	-2.4%	9%	0.2%	10%	-25%	14%	4%	16%	3.0%
CN(C)c1ccc(NC(=O)CN2C(=O)CN=C(c3ccccc3)c3ccccc32)cc1	-0.3%	12µM*	0.4%	-10%	-19%	14%	72µM*	-4%	5.9%
COc1nc2ccccc2c(=O)n1-c1ccc(C)cc1	21%	-2%	-0.1%	-17%	-22%	1%	-18%	-1%	-4.0%
O=C(CSC1c2ccccc2-c2ccccc21)N/N=C/c1ccc(C(=O)O)cc1	0.5%	25%	-0.7%	-12%	30%	3%	4%	-14%	-1.4%
CC12CC[C@H]3[C@@H](CCC4(O)C[C@H](O)CCC34/C=N/NC(=O)Cc3ccccc3)C1(O)CCC2C1=CC(=O)OC1 (stereo not given in full)	-1.5%	2%	-0.1%	-7%	-10%	-6%	2%	-1%	4.6%
O=C(c1ccc2c3c(cccc13)CC2)C1CCCN(Cc2ncc[nH]2)C1 (stereo not given)	0.8%	·	0.6%	-30%	-64%[20 µM]	18%	-4%	23%	·
C=CCn1c(O)c(/C=N/NC(=O)CCCC)c(=O)[nH]c1=S	4.3%	-5%	-0.4%	-27%	0%	-5%	13%	-5%	1.1%
CCN1C(=O)C(=C/C=C/c2ccco2)C(=O)N(CC)C1=S	25%	45µM*	0.1%	-26%	-6%	13%	?	-5%	0.0%
COc1cc(C)c(CN2CC=C(c3ccc(F)cc3)CC2)cc1C	-1.1%	0%	-0.1%	-7%	-56%[20 µM]	7%	13%	14%	-5.4%
Cc1cccc(OP(=O)(NCc2ccccc2)Oc2cccc(C)c2)c1	2.5%	-3%	0.1%	-25%	-22%	-8%	5%	-10%	9.3%
COc1ccc(-n2c(/C=C3\C(=O)Nc4ccccc43)nc3ccccc3c2=O)cc1	1.2%	-4%	0.1%	-14%	-10%	4%	3%	6%	2.6%
CC(C)c1ccc(N=Cc2c(O)n(C3CC3)c(=S)[nH]c2=O)cc1	-0.9%	10%	-0.1%	-4%	13%	7%	2%	1%	5.3%
CC(=O)N1CCCSC1=Nc1ccccc1	-2.1%	6%	-0.2%	-24%	-9%	0%	6%	21%	-3.5%
O=c1c2ccccc2nc(/C=C/c2ccc(O)cc2)n1-c1ccc(O)cc1	0.4%	13%	-0.1%	-5%	-15%	-1%	1%	17%	0.2%
O=c1cc(CN2CC=C(c3ccccc3)CC2)c2c(ccc3ccccc32)o1	4.9%	5%	-0.3%	-20%	3%	10%	10%	-5%	-3.8%
COc1cc(OC)cc(C(=O)Nc2ccc(Br)cc2C(=O)c2ccccc2)c1	0.2%	16%	-0.1%	-14%	16%	1%	15%	20%	4.5%
Cc1ccccc1N1CCN(Cc2ccc3c(c2)OCO3)CC1	-1.0%	7%	-0.2%	-17%	-9%[20 µM]	-6%	31%	-28%	0.7%
O=C(c1ccco1)c1cn(Cc2ccccc2)c2ccccc12	1.7%	12%	-0.1%	-1%	14%	-1%	7%	7%	-8.6%
Cc1cc(OCC(=O)N2CCC(C(=O)O)CC2)c2c3c(c(=O)oc2c1)CCC3	-1.0%	14%	-0.1%	-19%	-5%[20 µM]	8%	2%	15%	-3.4%
COc1ccc(C(=O)C2CCCN(CCO)C2)c(C)c1 (stereo not given)	3.2%	4%	-0.3%	22%	-6%	11%	9%	3%	9.5%
Cn1c(=O)c2c(nc(N/N=C/c3c(O)n(-c4ccccc4)c(=S)[nH]c3=O)n2C)n(C)c1=O	3.6%	21%	-0.3%	-18%	38%	-3%	8%	9%	-7.7%
COc1cccc(NP(=O)(Oc2ccccc2)Oc2ccccc2)c1	3.0%	3%	-0.2%	-28%	-21%	1%	5%	-27%	0.5%

Next part:
SMILES	HIV fusion peptide	SV40 large T antigen	GPR55 activation	NOD1 NF-kB reporter	KOR beta-arrestin-1	GPR55 antagonists	Rac1 GTP hydrolysis	HEK293 NOD2/NF-kB	KOR beta-arrestin-2
CCN(CC)C(=O)c1ccc(NC(=O)COc2ccccc2F)cc1	-2.8%	2%	-0.3%	20%	-7%	-3%	4%	-2%	0.7%
COc1ccc(CC2(CCc3ccncc3)C(=O)NC(=O)NC2=O)cc1OC	0.0%	20%	-0.1%	-3%	-8%[20 µM]	-4%	1%	23%	·
CCOc1cc2c(cc1OCC)-n1cccc1C(c1ccc(C(C)C)cc1)NC2 (stereo not given)	-1.3%	20%	2.7%	0%	4%	17%	-9%	-16%	0.7%
CCCCOP(=O)(CN1CCOCC1)OCCCC	-0.1%	5%	0.6%	-15%	-23%	20%	13%	12%	4.3%
O=C(c1cc(C(=O)NCc2ccccc2)c(=O)n(Cc2ccccc2)c1)c1cc(Br)ccc1O	5.0%	-2%	0.0%	17%	23%	16%	-5%	2%	-0.5%
Cc1nonc1C(=O)N/N=C/c1ccc([N+](=O)[O-])o1	30%	6%	0.2%	9µM*	-36%	6%	7%	11µM*	2.9%
Cn1cc(/C=C2\C(=O)NC(=O)N(c3ccccc3)C2=O)c2ccccc21	166%	6%	-0.1%	-3%	-5%	17%	10%	18%	-0.6%
CC1=C2C(=O)C3C(CC=C4CC(O)CCC43C)C2CCC12OC1CC(C)CNC1C2C (stereo not given)	-0.8%	8%	-0.2%	-15%	-15%[20 µM]	17%	2%	7%	-3.5%
O=[N+]([O-])c1cc(F)c(N2CCCCCC2)cc1N1CCNCC1	-1.1%	6%	0.2%	-14%	-62%[20 µM]	-8%	7%	2%	-2.3%
CC(=NCCN1CCOCC1)c1c(O)n(C2CCCCC2)c(=O)[nH]c1=O	1.6%	9%	-0.3%	7%	-4%	4%	-12%	16%	-0.4%
